Screens: PubChem, National Center for Advancing Translational Sciences (NCATS)
LDHA inh – blocks human lactate dehydrogenase A; purified LDHA, NADH/diaphorase-resazurin fluorescence; stronger effect = lower value; activity change, % (values are at about 110 or 230 µM); AID 1347041; P00338; 480,000 tested, 0.15% active; in the data active = activity change below about -30%; inconclusive = mostly about -25% to -30%;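 also: plate controls were DMSO wells for no effect and wells without enzyme for full effect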
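Remaining NADH was detected by diaphorase (0.133 mg/mL) converting 37 µM resazurin to fluorescent resorufin, read at 0 and 20 minutes. The preceding 5-minute room-temperature reaction used 2 nM LDHA, 0.2 mM sodium pyruvate and 0.06 mM NADH at pH 7.4.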
GRP78 ERSR act – inducers of ER stress response in human glioma cells; AID 602332; 420,000 tested, 0.02% active; Potency, µM, for inactives: top-dose activation, usual class: activators; U87-MG GRP78 promoter luciferase reporter, 16 h; also: potency is read from the fitted curve at half-maximal effect; series mostly up to about 76 µM; % of control where 0% means no effect; nearly all actives have a fitted effect of over 35% in size
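ERSR induction read as luciferase luminescence (Bright-Glo, 10 min at room temperature) in stably transfected human U87-MG glioma cells exposed to compounds for 16 h, using GRP78 as sensor.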
Vif-APOBEC3G blk – blocks the Vif interaction with human APOBEC3G; HeLa A3G-eYFP + Vif (tagged APOBEC3G with the HIV-1 protein that degrades it), YFP fluorescence, overnight; Potency, µM (titrated, usually from 46.1 µM), without a hit: top-dose activity, negative = active, actives largely listed as inhibitors; 410,000 tested, 0.076% active; AID 602310;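 also: potency is read from the fitted curve at half-maximal effect; % is scaled to controls: 0 for no effect and ±100 for the full control effect; nearly all actives have a fitted effect of over 60% in size; hits raise eYFP signal because A3G escapes Vif-driven loss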
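HeLa cells stably expressing Vif and C-terminally eYFP-tagged A3G, seeded overnight at 37 deg C, then exposed to compound by pintool overnight at 37 deg C. Rise in yellow fluorescence (Ex 488/Em 500-530, Acumen) marks blocked Vif-driven A3G degradation.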
D1 antagonist – human D1 dopamine receptor antagonism | HEK293 TREx D1 cells, calcium flux, dopamine EC80; stronger effect = lower value | activity change, negative = inhibition, % at 10 µM | 360,000 tested, 3.2% active | AID 504652; in the data active = activity change below about -30%; also: % is scaled to controls: 0 for no effect and ±100 for the full control effect
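Cells carrying a force-coupled, tetracycline-inducible human D1 receptor report calcium flux. Each well gets a 10 s baseline, compound with 180 s monitoring, then an EC80 dopamine stimulus with a second 180 s kinetic read.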
D1 potentiator – human D1 dopamine receptor positive modulation. potentiation, % at 10 µM. AID 504651. 360,000 tested, 0.036% active. HEK293 TREx D1 cells, calcium flux, dopamine EC20 potentiation; in the data active = potentiation above about 30%; also: 0% is about no effect
RXFP1 agonist – RXFP1 (human) receptor agonism | Q9HBX9 | HEK293T-RXFP1 cAMP TR-FRET, 30 min; response scale: percent of porcine relaxin response, buffer zero | Potency, µM (top dose mostly 57.5 µM), for the others: at the highest dose activation, hits mostly activators | 370,000 tested, 0.3% active; also: potency is read from the fitted curve at half-maximal effect; % is scaled to controls: 0 for no effect and ±100 for the full control effect; nearly all actives have a fitted effect of over 60% in size; many of its hits are not listed in these tables
Target sequence (Q9HBX9 whole entry, looked up): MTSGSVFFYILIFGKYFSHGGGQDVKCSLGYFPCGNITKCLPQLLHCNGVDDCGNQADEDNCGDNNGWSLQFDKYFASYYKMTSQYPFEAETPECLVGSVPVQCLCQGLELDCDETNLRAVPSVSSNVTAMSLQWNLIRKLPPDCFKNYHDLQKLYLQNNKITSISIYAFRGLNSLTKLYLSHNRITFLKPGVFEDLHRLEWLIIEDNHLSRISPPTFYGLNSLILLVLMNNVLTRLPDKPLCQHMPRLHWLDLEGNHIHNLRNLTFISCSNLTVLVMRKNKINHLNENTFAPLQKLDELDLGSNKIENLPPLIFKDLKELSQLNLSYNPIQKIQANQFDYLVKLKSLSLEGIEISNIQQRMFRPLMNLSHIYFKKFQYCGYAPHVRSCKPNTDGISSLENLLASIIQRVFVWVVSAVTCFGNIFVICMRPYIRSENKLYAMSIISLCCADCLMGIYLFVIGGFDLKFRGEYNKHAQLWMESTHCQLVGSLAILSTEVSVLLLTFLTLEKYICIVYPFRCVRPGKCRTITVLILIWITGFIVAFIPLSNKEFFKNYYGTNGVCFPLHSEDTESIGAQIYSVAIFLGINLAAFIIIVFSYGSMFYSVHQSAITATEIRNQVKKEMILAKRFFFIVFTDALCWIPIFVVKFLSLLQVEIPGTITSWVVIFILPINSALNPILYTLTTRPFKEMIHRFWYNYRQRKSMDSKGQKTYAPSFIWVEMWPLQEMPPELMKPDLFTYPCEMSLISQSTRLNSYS
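HEK293T cells stably expressing RXFP1 were pretreated with the PDE4 inhibitor Ro 20174, exposed to compounds for 30 min at 37C, lysed, and cAMP was read by TR-FRET. Data normalized to buffer (basal) and 29 nM porcine relaxin (100%).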
Vif-APOBEC3F blk – Vif-A3F binding inhibition; 390,000 tested, 0.2% active; AID 602313; HeLa A3F-eYFP + Vif (tagged APOBEC3F with the HIV-1 protein that degrades it), YFP fluorescence increase; Potency, µM (doses to about 46.1 µM), without a hit: at the highest dose activity, negative = active; also: potency is read from the fitted curve at half-maximal effect; % of control where 0% means no effect; nearly all actives have a fitted effect of over 65% in size
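HeLa cells stably expressing A3F-eYFP plus Vif, plated and incubated overnight at 37 deg C, then exposed to compounds overnight at 37 deg C. Blocked degradation read as raised yellow fluorescence (Ex 488/Em 500-530).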
D1 ag – activates the human D1 dopamine receptor; activation, % at 2 µM; P21728; AID 504660; 360,000 tested, 1% active; HEK293 T-REx D1 cells, calcium flux, agonist mode; in the data active = activation above about 30%; also: 0% is about no effect
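Agonism was scored from calcium flux recorded over 180 s (1 read/s) after pintool compound addition, following a 10-cycle baseline. Cells were inducible force-coupled HEK293 TREx D1, plated overnight at 30 C and loaded with no-wash calcium dye.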
D2 potentiator – positive allosteric modulators of human D2 dopamine receptor | P14416 | potentiation, % at 10 µM | HEK293 T-REx D2, calcium flux, EC20 dopamine potentiation | 340,000 tested, 0.34% active;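 active = potentiation over 3 SD above the plate norm, cut at about 30% in these data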; also: 0% is about no effect
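Calcium flux readout, no-wash dye, 1 read/s. Inducible HEK293 Trex D2 line, overnight 30 C. Compound alone 180 s (agonist flags), then EC20 dopamine, another 180 s to score potentiation.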
An asterisk follows results filed as active; ? = inconclusive; nt = not tested or not shown. Unless noted, calls follow the shape of the dose curve; as a rule, active = well fitted curve in the direction sought with a large enough effect; inconclusive = small, poorly fitted or top-dose-only effect, or another doubt; inactive = no such curve, though single readings can be large; an effect the other way counts as inactive or inconclusive.

item | molecule | LDHA inh | GRP78 ERSR act | Vif-APOBEC3G blk | D1 antagonist | D1 potentiator
1 | CCCN(CCC)CCNC(=O)c1cc(Sc2ccc(Cl)cc2)nc2ccccc12 | -3 | -1% | -2% | -12 | -3
2 | Cc1csc(SCC(=O)N(C)CC(=O)Nc2ccc(F)cc2)n1 | nt | nt | nt | 3 | -1
3 | CC(C)CCNC(=O)CN(C(=O)Cn1nnc(-c2ccc(F)cc2)n1)C1CCCC1 | -10 | -4% | -5% | 1 | 2
4 | CCOC(=O)N1CCN(C(=O)c2ccccc2NC(=O)c2ccccc2Cl)CC1 | -3 | -3% | 0% | 9 | -2
5 | COc1ccc(CN(C)C(=O)Cn2cnc3c(OCc4ccccc4)ncnc32)cc1OC | -1 | -1% | -8% | nt | nt
6 | CCn1c(SCC(=O)c2ccccc2)nnc1-c1cc2cc(Br)ccc2o1 | -6 | 6% | -8% | -2 | -2
7 | COc1ccc(NC(=O)CCNC(=O)N2CC(=O)Nc3ccccc32)c(OC)c1 | 1 | -5% | 2% | -14 | 1
8 | CC(OC(=O)c1oc2ccccc2c1COc1ccccc1)C(=O)NC(N)=O (centres undefined) | -9 | 0% | -20% | 0 | -1
9 | O=C(NCc1ccco1)c1cnc2ccccn2c1=O | -4 | 1% | 2% | -2 | -6
10 | O=C1CN(C(=O)N[C@@H](Cc2ccccc2)C(=O)N[C@H](Cc2ccccc2)C(=O)O)c2ccccc2N1 | -1 | -3% | 2% | 19 | 5
11 | Cc1ccccc1OCC(=O)N/N=C/c1ccc(N(C)C)cc1 | -17 | 0% | ? | 1 | -5
12 | C/C=C(\C)C(=O)NCCN1C2=NC[C@H](Cc3ccccc3)N2C[C@H]1Cc1ccc(O)cc1 | 1 | -4% | -1% | 0 | -3
13 | Cc1ccc2nc3c(cc(C(=O)NC4CCCCC4)c(=N)n3C3CCCCC3)c(=O)n2c1 | -2 | -2% | 8% | 11 | -7
14 | Cc1cccc(CSCCNC(=O)c2ccc(CN3CCOCC3)cc2)c1 | -3 | -2% | -1% | -10 | -4
15 | Cc1ccc(Cn2c(SCC(C)C)nc3c2c(=O)[nH]c(=O)n3C)cc1 | -3 | -5% | 1% | 3 | 0

item | RXFP1 agonist | Vif-APOBEC3F blk | D1 ag | D2 potentiator
1 | 11% | 1% | 11 | 1
2 | 3.2% | nt | -4 | -15
3 | 0.1% | 3% | 0 | -8
4 | -0.5% | 4% | 4 | 10
5 | nt | 1% | nt | nt
6 | 0.0% | 4% | 2 | -3
7 | 0.3% | -5% | 5 | 9
8 | 1.3% | -11% | 1 | -8
9 | 11% | -6% | 4 | 3
10 | -0.6% | 1% | 2 | 7
11 | -0.3% | -10% | 1 | 6
12 | -1.9% | 5% | 3 | 0
13 | 4.6% | 8% | 2 | 3
14 | 0.7% | 4% | 8 | -7
15 | 1.3% | 1% | -1 | 6

Other entries follow:
item | molecule | LDHA inh | GRP78 ERSR act | Vif-APOBEC3G blk | D1 antagonist | D1 potentiator
16 | COCCOc1ccc(C(F)(F)F)cc1NC(=O)COC(=O)c1cc([N+](=O)[O-])ccc1N1CCOCC1 | 0 | -4% | -5% | -16 | 11
17 | Cc1ccc(C2CC2C(=O)NNC(=S)Nc2cccc(Cl)c2)cc1 (centres undefined) | -4 | -7% | -7% | 3 | 1
18 | COC(=O)c1ccc2c(=O)[nH]c(CN3c4ccccc4CC3C)nc2c1 (centres undefined) | 6 | -5% | 0% | 13 | -2
19 | O=C(CSc1cccc2cccnc12)N/N=C/c1cccc(O)c1 | -1 | -4% | 1% | 4 | -1
20 | Cc1noc(C)c1C(=O)OCC(=O)NCc1ccc(Cl)cc1 | -10 | 1% | 1% | 19 | 1
21 | CC(=O)c1ccc(NC(=O)c2cc3nc4c(c(C(F)(F)F)n3n2)CCCC4)cc1 | nt | nt | nt | -9 | 2
22 | COc1ccc(C2CC(c3ccc(Br)cc3)=NN2C(=O)c2cccnc2)cc1 (centres undefined) | -3 | -4% | -2% | -6 | -7
23 | N#Cc1nc(COc2cccc(Cl)c2)oc1N1CCN(c2ccccc2)CC1 | 4 | -5% | 1% | -11 | -3
24 | CC(C)Cn1c(SCC(=O)Nc2cccc(S(N)(=O)=O)c2)nc2ccccc2c1=O | 1 | -1% | -6% | -13 | 0
25 | COCCN1Cc2cccc(C(=O)Nc3c(C)cccc3C)c2C1=O | -9 | -4% | 1% | -6 | 14
26 | O=C(c1ccccc1)c1ccc2c(c1)OCCOCCOCCO2 | -11 | 0% | 0% | 3 | 6
27 | Nc1nonc1C(=O)N/N=C/c1ccc(-c2cccc([N+](=O)[O-])c2)o1 | 4 | 0% | 1% | -2 | -4
28 | CCC1CCCCN1C(=O)CSc1nc(C)cc(C)n1 (centres undefined) | 2 | -1% | 2% | 4 | 7
29 | CCOC(=O)C(NCCc1ccccc1)(NC(=O)CC)C(F)(F)F (centres undefined) | 0 | -3% | 3% | -12 | -4
30 | COc1ccccc1NS(=O)(=O)c1cccc(C(=O)N/N=C/c2c(C)nn(-c3ccccc3)c2N2CCCC2)c1 | -13 | -3% | 4% | 14 | -1

item | RXFP1 agonist | Vif-APOBEC3F blk | D1 ag | D2 potentiator
16 | 0.7% | 3% | 5 | 6
17 | 0.6% | 6% | -1 | -4
18 | 0.1% | 3% | 1 | -5
19 | 3.2% | -6% | 3 | nt
20 | 0.9% | 1% | 2 | 3
21 | 2.1% | nt | 4 | 17
22 | 0.8% | 8% | 4 | -4
23 | 1.6% | -6% | 4 | -10
24 | -4.2% | ? | 10 | 4
25 | 0.1% | 1% | 0 | nt
26 | -0.6% | -1% | 8 | -5
27 | 1.0% | 0% | 0 | -6
28 | -1.4% | 11% | 4 | 0
29 | 1.4% | 3% | 3 | -6
30 | -0.2% | 3% | 3 | 12

Limited to RXFP1 agonist, D1 potentiator and D1 antagonist, for some of the entries so far:
No. | Compound | RXFP1 agonist | D1 potentiator | D1 antagonist
22 | COc1ccc(C2CC(c3ccc(Br)cc3)=NN2C(=O)c2cccnc2)cc1 (centres undefined) | 0.8% | -7 | -6
23 | N#Cc1nc(COc2cccc(Cl)c2)oc1N1CCN(c2ccccc2)CC1 | 1.6% | -3 | -11

One compound at a time, from the list above:
Entry for COC(=O)c1ccc2c(=O)[nH]c(CN3c4ccccc4CC3C)nc2c1 (centres undefined) → LDHA inh = 6; GRP78 ERSR act = -5%; Vif-APOBEC3G blk = 0%; D1 antagonist = 13; D1 potentiator = -2; RXFP1 agonist = 0.1%; Vif-APOBEC3F blk = 3%; D1 ag = 1; D2 potentiator = -5
Entry for O=C(CSc1cccc2cccnc12)N/N=C/c1cccc(O)c1 → LDHA inh = -1; GRP78 ERSR act = -4%; Vif-APOBEC3G blk = 1%; D1 antagonist = 4; D1 potentiator = -1; RXFP1 agonist = 3.2%; Vif-APOBEC3F blk = -6%; D1 ag = 3; D2 potentiator = nt

New compounds follow:
item | molecule | LDHA inh | GRP78 ERSR act | Vif-APOBEC3G blk | D1 antagonist | D1 potentiator
31 | CC1(C)CC(NS(=O)(=O)OCC(Cl)(Cl)Cl)c2cc(C#N)ccc2O1 (centres undefined) | -2 | -5% | 0% | 8 | -4
32 | CC1CCCC(C)N1NC(=O)Cc1ccccc1 (centres undefined) | -5 | -1% | 2% | 0 | 1
33 | COC(=O)C1=C(C)N(Cc2ccccc2)C(=NCCc2cccnc2)N[C@H]1c1ccc(Br)cc1 | -8 | -7% | 1% | -3 | -6
34 | Cc1cc(C(=O)N2CCCC(C(=O)c3ccc4ccccc4c3)C2)nn1C (centres undefined) | -6 | -5% | 0% | -16 | -4
35 | CCCCNC(=O)CN1CCN(c2ncc(NC(=O)c3ccc(Cl)cc3)cc2C(=O)O)CC1 | 22 | nt | nt | -30 | 2
36 | Cc1cc(C(=O)COc2ccccc2C(N)=O)c(C)n1CC1CCCO1 (centres undefined) | -4 | 2% | 3% | -12 | -4
37 | O=C(CN1C(=O)COc2ccc(Cl)cc21)N1CCCCC1 | -8 | 4% | 1% | 4 | 0
38 | CC(=O)Nc1ccc(NC(=O)C2CC(=O)N(c3ccc(Cl)cc3)C2)cc1 (centres undefined) | -6 | -6% | -1% | -1 | -2
39 | CC(C)C(=O)Nc1nnc(SCC(=O)NC2CC2)s1 | -17 | -2% | 4% | -29 | -5
40 | COc1ccc(C2=NOC(C(=O)Nc3ccc4c(c3)OCCO4)C2)c(OC)c1 (centres undefined) | 1 | -3% | -2% | -16 | -4
41 | Cc1ccc(-c2nnn(CC(=O)N(Cc3cccs3)C(C(=O)NC3CCCC3)c3ccncc3)n2)cc1 (centres undefined) | 1 | -3% | 1% | -21 | 7
42 | O=C(NC1CCCCC1)c1cccc(S(=O)(=O)N2CCCCC2)c1 | -2 | -4% | 2% | -13 | nt
43 | O=C(Nc1cnn(Cc2ccccc2)c1)c1nc2ncccn2n1 | -2 | 1% | 1% | -9 | 2
44 | CCn1c(/C=C/c2ccccc2[N+](=O)[O-])nc2ccccc2c1=O | -1 | -2% | -8% | 5 | 5
45 | CCn1cc(CN2CCCC(C(=O)Nc3cccc(-n4cccn4)c3)C2)cn1 (centres undefined) | -2 | -5% | -2% | nt | nt

item | RXFP1 agonist | Vif-APOBEC3F blk | D1 ag | D2 potentiator
31 | 0.1% | -10% | 1 | 3
32 | 0.1% | 1% | 1 | -23
33 | 1.8% | 3% | 26 | nt
34 | 2.1% | -3% | 0 | 5
35 | 1.4% | nt | 0 | -2
36 | -1.0% | -5% | 14 | 22
37 | -1.2% | -2% | 2 | -7
38 | -2.0% | -8% | 2 | -1
39 | 3.1% | 3% | 1 | 1
40 | 2.7% | -6% | 5 | 9
41 | -4.5% | 6% | 5 | 12
42 | 0.9% | -4% | 5 | -1
43 | -1.0% | 3% | 2 | nt
44 | 1.1% | -1% | 5 | 4
45 | nt | -2% | nt | nt

An excerpt; count on the stated rates, not on these rows.
